# Compound activity: PubChem BioAssay, several laboratories
# JMJD2C inh: blocks human GASC-1 demethylase activity; Q9H3R0; GST-JMJD2C(1-420) H3K9me3 demethylation, DELFIA europium; inhibition, % at 2.35 µM; hit rate 0.069% among 330,000;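 active means more than half of a compound's replicate wells show inhibition beyond 50%, single wells judged on their own value; inconclusive means some, but no more than half, of replicates pass 50% inhibition; inactive means no replicate passes 50% inhibition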;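 further: signal counts dimethyl H3K9 product captured on neutravidin plate; 0% = median of DMSO wells and 100% = 0.3 times that DMSO median; strong numbers were not always called active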
# Target sequence (Q9H3R0 1-420 limits assumed): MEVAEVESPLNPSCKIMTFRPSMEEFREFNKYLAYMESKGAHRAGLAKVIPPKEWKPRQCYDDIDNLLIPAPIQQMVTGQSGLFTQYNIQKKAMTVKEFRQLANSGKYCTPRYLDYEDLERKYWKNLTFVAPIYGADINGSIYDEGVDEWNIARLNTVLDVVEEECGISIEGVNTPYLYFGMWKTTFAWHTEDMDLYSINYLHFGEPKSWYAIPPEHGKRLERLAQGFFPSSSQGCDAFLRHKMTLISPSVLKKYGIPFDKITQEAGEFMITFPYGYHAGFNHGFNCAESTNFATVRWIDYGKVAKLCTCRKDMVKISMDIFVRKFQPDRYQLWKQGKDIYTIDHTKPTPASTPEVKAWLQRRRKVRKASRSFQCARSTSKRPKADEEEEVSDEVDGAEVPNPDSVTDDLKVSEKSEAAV
# PP1 counter: counter-screen for PP5 inhibitors: inhibitors of human PP1-alpha | P62136 | purified PP1alpha, OMFP fluorescence | inhibition, % at 6.7 µM | hit rate 0.9% among 320,000;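 active means inhibition above the mean inhibition of all tested compounds plus 3 SD, computed separately for each screening campaign, cut at about 15% in these data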
# Target sequence (P62136 whole entry, looked up): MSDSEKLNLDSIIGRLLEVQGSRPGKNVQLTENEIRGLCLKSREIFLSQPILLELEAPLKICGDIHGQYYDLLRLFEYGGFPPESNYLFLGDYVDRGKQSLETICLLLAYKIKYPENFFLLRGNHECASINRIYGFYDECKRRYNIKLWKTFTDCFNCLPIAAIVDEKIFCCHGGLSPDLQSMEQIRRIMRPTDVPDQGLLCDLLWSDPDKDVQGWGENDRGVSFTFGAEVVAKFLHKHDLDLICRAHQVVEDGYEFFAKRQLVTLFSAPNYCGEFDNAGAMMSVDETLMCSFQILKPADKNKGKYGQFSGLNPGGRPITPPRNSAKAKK
# TPT1 inhibitor: inhibitors of Candida albicans tRNA 2'-phosphotransferase TPT1. hit rate 0.81% among 300,000. recombinant caTPT1, FP RNA substrate dephosphorylation. inhibition, % at 5 µM;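 active means inhibition above the mean of all tested compounds plus 3 SD, set per screening campaign, cut at about 24% in these data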;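 further: plate controls were DMSO alone for no effect and ferristatin control at 100 nM for full effect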
# CR mimetic SO: yeast age-related superoxide inhibition as caloric restriction mimetic. S. cerevisiae aged cells, superoxide DHE fluorescence; active compounds read low. superoxide response (% of plate mean), % at 10 µM. hit rate 0.18% among 330,000;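 active means superoxide response under a set limit, about three screen SD below normal, cut at about 65% in these data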;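 further: yeast aged for seven days with compound at 30 °C before DHE staining; 100% = average MFI of all compound-treated wells on the plate with controls excluded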
# PP5 inh: blocks human protein phosphatase 5 activity; P53041; purified PP5c, OMFP substrate fluorescence; inhibition, % at 6.7 µM; hit rate 0.18% among 320,000; AID 1987;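 active means inhibition above the campaign's mean inhibition across all tested compounds plus 3 SD, cut at about 9.5% in these data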;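 further: 0% = DMSO only and 100% = 100 µM cantharidin control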
# core dimer inh: HCV core protein dimerization inhibition | hit rate 0.33% among 300,000 | inhibition, % at 5 µM | TR-FRET GST/Flag-core106 dimerization, 1536-well | AID 1899;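 active means inhibition above the mean of all tested compounds plus 3 SD, set per screening campaign, cut at about 45% in these data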
#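 Material: GST/Flag-tagged HCV core106 proteins. Incubation: 4 h, 22.5 °C incubation. Read-out basis: inhibition (%) from 671 over 617 nm ratio. Measured by: TR-FRET, excitation 340 nm, emission 617 and 671 nm.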
# ZTA DNA inh: blocks Epstein-Barr virus ZTA, an EBNA-1 counter-screen; P03206; ZTA-DNA binding, fluorescence polarization; inhibition, % at 11 µM; hit rate 0.15% among 320,000; AID 2234; in the data active means inhibition above about 33%
# Target sequence (P03206 whole entry, looked up): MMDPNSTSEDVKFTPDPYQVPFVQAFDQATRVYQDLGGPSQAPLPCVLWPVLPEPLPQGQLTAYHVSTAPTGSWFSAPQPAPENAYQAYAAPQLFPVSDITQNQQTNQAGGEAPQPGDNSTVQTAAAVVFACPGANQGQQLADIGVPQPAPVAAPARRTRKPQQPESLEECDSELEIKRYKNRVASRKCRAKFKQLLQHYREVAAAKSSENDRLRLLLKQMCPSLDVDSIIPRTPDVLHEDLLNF
# EBNA-1 inh: blocks EBNA-1 binding to DNA | EBNA-1 DNA binding, fluorescence polarization | inhibition, % at 14.8 µM | hit rate 0.34% among 300,000; in the data active means inhibition above about 28%
# CTSL1 counter: cathepsin L1 inhibition, PFM18AAP counter-screen | AID 1906 | inhibition, % at 5.96 µM | hit rate 0.49% among 300,000 | recombinant F. hepatica cathepsin L1, Z-Leu-Arg-MCA fluorescence;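 active means inhibition above the mean of all tested compounds plus 3 SD, set per screening campaign, cut at about 17% in these data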;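 further: 0% = plate median of test compound wells and 100% = 1 µM Z-Phe-Ala-diazomethylketone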
# * = called active by the depositor; ? = inconclusive; / = not tested or not shown; & = joins results of further samples.
# The first 2 records, to show the layout:
1. CC(=O)N1CCN(C(=O)c2cc(S(=O)(=O)Nc3ccc(S(C)(=O)=O)cc3)ccc2Cl)CC1
2. Cc1ccc(-c2cc(C(=O)NCCN3CCOCC3)no2)cc1
Assay by compound	1	2
JMJD2C inh	-4	5
PP1 counter	-1	0
TPT1 inhibitor	-3	-1
CR mimetic SO	133	101
PP5 inh	-2.6	0.8
core dimer inh	5	0
ZTA DNA inh	6	17
EBNA-1 inh	1	-2
CTSL1 counter	-1	-2

# The whole of this part, from the start:
1. CC(=O)N1CCN(C(=O)c2cc(S(=O)(=O)Nc3ccc(S(C)(=O)=O)cc3)ccc2Cl)CC1
2. Cc1ccc(-c2cc(C(=O)NCCN3CCOCC3)no2)cc1
3. COc1ccc(N2C(=O)C(O)C2c2ccc(C)cc2)cc1 (configuration not stated)
4. O=C(COc1ncnc2ccccc12)N1CCN(S(=O)(=O)c2ccccc2)CC1
5. CC[C@@H](C)[C@H](NC(=O)CCc1c(C)c2cc3c4c(oc3c(C)c2oc1=O)CCCC4)C(=O)O
6. O=C(Cn1cc(C(=O)C2CC2)c2ccccc21)Nc1ccccc1Cl
7. COc1cc(Br)c(S(=O)(=O)Nc2c(C)n(C)n(-c3ccccc3)c2=O)cc1OC
8. CCc1nc(SCC(=O)Nc2cc(C)on2)n[nH]1
9. COc1ccc(C2C(C#N)=C(SC)NC3=C2C(=O)CC(C)(C)C3)cc1 (configuration not stated)
10. CCCNC(=O)C1CCN(S(=O)(=O)c2c(C)noc2/C=C\c2ccc(OC)cc2)CC1
Assay by compound	1	2	3	4	5	6	7	8	9	10
JMJD2C inh	-4	5	2	7	7	2	25&1	1	14	3
PP1 counter	-1	0	-1	5	2	-3	-3	-3	4	-3
TPT1 inhibitor	-3	-1	1	3	1	-4	2	-2	1	1
CR mimetic SO	133	101	87	86	102	99	112	93	105	96
PP5 inh	-2.6	0.8	1.1	2.4	3.0	1.0	-1.3	-2.2	3.9	1.5
core dimer inh	5	0	1	-8	9	4	4	-3	-2	-3
ZTA DNA inh	6	17	-11	4	8	15	17	-3	-6	11
EBNA-1 inh	1	-2	-12	-12	0	-5	9	-2	8	12
CTSL1 counter	-1	-2	5	-4	6	5	1	-2	3	1

11. CCN(CC)CCNCC1C(=O)O[C@@H]2C[C@@]3(C)CCC[C@H](C)C3=C[C@H]12 (some centres not stated)
12. Cc1ccc(-n2cc(CNCCn3nc(C)cc3C)c(-c3ccc(F)cc3)n2)cc1
13. CCOc1cc(C2NN=C(c3ccccc3)S2)ccc1OCc1ccccc1Cl (configuration not stated)
14. CCCC(=O)Nc1ccc2c(c1)nc(CN1CCN(C(C)=O)CC1)n2C
15. CCOc1ccc(S(=O)(=O)N2CCN(c3ccccc3)CC2)c2cccnc12
16. COCCn1nnnc1CN1CCC(C)CC1
17. Cc1nn(C)cc1/C=C/C(=O)c1cccs1
18. Cc1cc(=O)oc2cc(OCC(=O)NCCCN3CCOCC3)ccc12
19. O=C(Nc1ccc(Br)cc1)c1csc(-c2ccncc2)n1
20. COc1cccc(C(=O)NCCN2CCOCC2)c1
Assay by compound	11	12	13	14	15	16	17	18	19	20
JMJD2C inh	5	6	-28	0	4	-8	12	7	-2	-6
PP1 counter	-2	4	3	-1	-2	-4	-3	-1	-2	-1
TPT1 inhibitor	-3	4	-7	-4	-1	-2	2	-1	0	0
CR mimetic SO	85	123	108	92	99	102	88	99	96	107
PP5 inh	1.6	4.1	-1.4	-0.2	1.8	-0.3	1.3	-1.0	-0.3	3.1
core dimer inh	-2	-5	-2	-6	6	-10	-1	-3	7	-18
ZTA DNA inh	-3	-4	2	-15	-1	6	4	6	5	-7
EBNA-1 inh	-10	-11	8	-3	7	7	-6	2	-5	-4
CTSL1 counter	6	0	5	-1	-1	0	1	-1	1	-1

21. CCOC(=O)[C@H]1[C@H]2COc3ccc(OC)cc3[C@@H]2N2C(=O)c3ccc(F)cc3NC(=O)[C@@]12C
22. O=c1oc2c(CN3CCOCC3)c(O)c(Cl)cc2c2c1CCCC2
23. CCCn1ccnc1SC(C)C(=O)Nc1c(C)n(C)n(-c2ccccc2)c1=O (configuration not stated)
24. CC(OC(=O)c1ccccc1N1C(=O)C2C3CCC(C3)C2C1=O)C(=O)c1ccccc1 (configuration not stated)
25. CS(=O)(=O)N1CCC(C(=O)NCc2ccc(F)cc2)CC1
26. COCC(=O)Nc1cc([N+](=O)[O-])ccc1C
27. CCN(C(=O)CN1CCN(C)CC1)c1c(N)n(Cc2ccccc2)c(=O)[nH]c1=O
28. Cc1ccc(C)c(N2CCN(C(=O)CCC(=O)N3CCOc4ccc(Cl)cc43)CC2)c1
29. O=C(NC1CC1)c1cccc(Oc2ccccc2)c1
30. COc1ccc(C)cc1NC(=O)CNCc1cccs1
Assay by compound	21	22	23	24	25	26	27	28	29	30
JMJD2C inh	1	-3	0	-12	5	-5	7	-1	-12	-4
PP1 counter	-4	-1	3	-3	0	-3	-3	4	-3	-1
TPT1 inhibitor	1	-2	/	-1	-8	-4	/	1	-4	1
CR mimetic SO	/	124	121	109	105	84	108	90	104	107
PP5 inh	2.5	-1.1	0.4	1.2	1.2	-2.2	-0.3	-0.8	-0.3	0.8
core dimer inh	-16	6	/	10	0	1	/	19	-21	14
ZTA DNA inh	8	4	2	6	-18	1	17	7	-2	16
EBNA-1 inh	-13	-17	/	0	-17	10	/	9	-2	6
CTSL1 counter	0	-3	/	-1	1	-1	/	5	6	3

# Complete entries, looked up by structure. Values in the order: JMJD2C inh	PP1 counter	TPT1 inhibitor	CR mimetic SO	PP5 inh	core dimer inh	ZTA DNA inh	EBNA-1 inh	CTSL1 counter
# Cc1ccc(C)c(N2CCN(C(=O)CCC(=O)N3CCOc4ccc(Cl)cc43)CC2)c1 is listed as -1	4	1	90	-0.8	19	7	9	5
# CS(=O)(=O)N1CCC(C(=O)NCc2ccc(F)cc2)CC1 is listed as 5	0	-8	105	1.2	0	-18	-17	1
# COc1ccc(C)cc1NC(=O)CNCc1cccs1 is listed as -4	-1	1	107	0.8	14	16	6	3

# New compounds follow
31. CCN(CC)c1ccc(-c2n[nH]c(=S)n2-c2ccccc2C)cc1
32. O=c1cc(COn2nnc3ccc(C(F)(F)F)cc32)nc2sccn12
33. C/C(CC(=O)N1CCN(C=O)CC1)=N\NC(=O)c1ccc(Cl)cc1
34. C[C@H](NC(=O)c1nc[nH]c1C(=O)N1CCN(C(=O)OC(C)(C)C)CC1)C(=O)OCc1ccccc1
35. Cc1ccc(CCCOC(=O)C[N+]2(C)CCCCC2)cc1
36. COc1ccccc1CNC(=O)C(C)NS(=O)(=O)c1ccccc1 (configuration not stated)
37. CCCCCCNCCn1cnc2c(N)ncnc21
38. CCn1c(SCC(=O)NCc2ccc3c(c2)OCO3)nnc1-c1cccs1
39. CCC1(C)Cc2c(C#N)c(N)n(-c3ccccc3)c(=S)c2CO1 (configuration not stated)
40. COc1ccc(C(c2nnnn2C(C)(C)C)N2CCN(C(=O)c3ccco3)CC2)cc1 (configuration not stated)
Assay by compound	31	32	33	34	35	36	37	38	39	40
JMJD2C inh	-3	3	-11	-1	4	-5	9	-5	3	26
PP1 counter	2	-1	0	-2	0	2	-5	-4	0	-1
TPT1 inhibitor	-1	-1	0	-2	4	-2	-1	2	-2	0
CR mimetic SO	113	112	97	101	98	101	104	98	101	103
PP5 inh	-1.0	4.3	2.4	0.4	0.5	1.7	0.0	1.8	-1.1	1.6
core dimer inh	3	1	7	-13	1	4	-4	0	3	-2
ZTA DNA inh	-7	33	7	-17	9	-7	-2	14	8	-1
EBNA-1 inh	-12	11	-12	-2	-4	0	16	-2	-17	-8
CTSL1 counter	7	2	0	-3	0	1	-2	-3	-2	-8

41. O=S(=O)(c1ccc(Cl)c(C(F)(F)F)c1)N1CCN(c2ccccn2)CC1
42. O=C(NCc1nc2ccccc2[nH]1)C1=C[C@@H](C2CC2)C[C@@H](OCc2ccc(CO)cc2)O1
43. COc1ccc2c(CC(=O)OCC(=O)Nc3ccc(C)cc3)coc2c1
44. O=[N+]([O-])c1cccnc1Sc1n[nH]c(-c2ccc(Cl)cc2)n1
45. C=Cc1c(C)c2cc3[nH]c(cc4nc(cc5nc(cc1[nH]2)C(C)=C5CCC(=O)O)C(CCC(=O)O)=C4C)c(C)c3C=C
46. CCCCCN(C(=O)CN1CCC(Cc2ccccc2)CC1)c1c(N)n(CCCC)c(=O)[nH]c1=O
47. CCOC(=O)CSc1nnc(Cc2ccccc2)n1-c1ccc(C)cc1
48. O=C(CSc1ccc2nnc(-c3cccc(F)c3)n2n1)NCc1ccco1
49. CC(C)CN1C(=O)NC2(CCCc3ccccc32)C1=O (configuration not stated)
50. CC(C)Nc1ncnc2ccc(Br)cc12
Assay by compound	41	42	43	44	45	46	47	48	49	50
JMJD2C inh	-33	-3	-3	2	13	7	0	-5	-10	-2
PP1 counter	1	-2	0	-2	61*	-3	4	2	-1	-11
TPT1 inhibitor	-3	0	/	-2	-4&-2	5	-2	3	0	1
CR mimetic SO	98	101	110	91	101&120	85	100	122	98	88
PP5 inh	1.6	1.4	-0.6	0.7	5.4&2.8	-2.6	3.0	3.2	-0.8	1.5
core dimer inh	5	1	/	-4	-235&1	2	4	8	10	-3
ZTA DNA inh	-1	1	-9	-10	146*	1	-23	1	4	7
EBNA-1 inh	7	1	/	1	96*	0	-5	-1	12	-9
CTSL1 counter	0	0	/	-2	4&2	-4	-1	9	0	-3

51. CC(=O)c1ccc(-n2c(CCC(=O)O)ccc2-c2cccs2)cc1
52. COc1cc2c3nnc(-c4ccc(F)cc4)c-3cn(Cc3ccccc3)c2cc1OC
53. Cn1c(CN2CCOCC2)nnc1SCC(=O)Nc1ccc2c(c1)OCCO2
54. COc1ccc(Cl)cc1NC(=O)[C@@H]1CCCN1C(=O)c1cccs1
55. CC1CCC(NC(=O)C2CC(=O)N(c3ccc4c(c3)OCCO4)C2)CC1 (configuration not stated)
56. c1ccc2c(c1)CCCN2c1nc2ccccc2n2cnnc12
57. Nc1nonc1-n1nnc(C(=O)N/N=C/c2cccs2)c1-c1ccc2c(c1)OCO2
58. COc1ccc(CCN2CC(C(=O)OCC(=O)Nc3c(C)nn(-c4ccccc4)c3C)CC2=O)cc1OC (configuration not stated)
59. CCC(C)N1CCCC1C(=O)Nc1c(C)cc(C)cc1C (configuration not stated)
60. COc1ccc(CNC(=O)c2ccc(SC)cc2OC)cc1
61. O=C(O)CC(NC(=O)C1c2ccccc2Oc2ccccc21)c1ccc(Cl)cc1 (configuration not stated)
Assay by compound	51	52	53	54	55	56	57	58	59	60	61
JMJD2C inh	19	1	-11	11	-14	-2	-5	?	-2	6	-1
PP1 counter	-2	12	-4	2	0	0	-1	-5	-4	3	1
TPT1 inhibitor	2	10	-3	-2	2	7	-2	-2	2	1	-1
CR mimetic SO	83	94	89	104	101	101	86	106	84	92	110
PP5 inh	-2.1	2.7	0.1	1.5	2.2	0.1	2.6	-0.5	0.5	-1.6	-0.7
core dimer inh	14	12	-5	-2	6	-6	-6	-3	4	-1	-1
ZTA DNA inh	23	4	5	-5	12	-1	-21	-17	2	-8	3
EBNA-1 inh	5	-2	8	3	-5	-8	-4	2	11	12	12
CTSL1 counter	3	4	2	2	0	1	8	-9	3	1	1

# Individual results from the entries so far.
# cpd 57 – core dimer inh: -6
# cpd 58 – CR mimetic SO: 106
# cpd 56 – PP1 counter: 0
